# NCOA1 inh: SRC1 coactivator transcriptional activity inhibitors, primary screen, cell-based, luminescence. inhibition, % at 3.6 µM. 0.12% of 360,000 active. Nuclear receptor coactivator 1 (Homo sapiens), Q15788. AID 588354, 2011. HEK293 GAL4-SRC1 luciferase reporter;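 active means inhibition above the campaign mean plus 3 SD, with each screening campaign given its own cutoff, cut at about 60% in these data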;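 further: 0% = DMSO treated cells and 100% = gossypol at 36 µM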
# SRC2 inh: inhibition of GAL4-SRC2 driven luciferase reporter, primary screen, SRC2 inhibitor project, cell-based, luminescence | Nuclear receptor coactivator 2 (Homo sapiens), Q15596 | HEK293 GAL4-SRC2 luciferase reporter | inhibition, % at 9 µM | 0.17% of 370,000 active;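 active means inhibition above the mean inhibition of all tested compounds plus 3 SD, set per campaign, cut at about 52% in these data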;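 further: 0% = DMSO treated cells and 100% = cells given Gossypol at 36 µM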
# TWEAK Fn14 block: inhibitors of TWEAK-Fn14 signaling, primary screen, luciferase reporter cells, uHTS. TWEAK-stimulated Fn14 reporter cells, luciferase luminescence, 8 h. inhibition, % at 10 µM. 2% of 360,000 active; in the data active means inhibition above about 50%
# NCOA3 inh: SRC3 coactivator transcriptional activity inhibitors, primary screen, cell-based, luminescence | HEK293 GAL4-SRC3 luciferase reporter | inhibition, % at 3.6 µM | 0.17% of 360,000 active | AID 588352, 2011;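 active means inhibition above a per-campaign cutoff, the mean of all compounds plus 3 SD, cut at about 60% in these data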;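 further: 0% = DMSO-treated cells and 100% = gossypol-treated cells at 36 µM; higher means less SRC3-driven luciferase light from the GAL4 reporter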
# LRH-1 inv ag: LRH-1 (NR5A2) inverse agonists, primary screen, cell-based, luminescence, HEK293T, StAR-luciferase reporter | LRH-1 transfected, 24 h | Nuclear receptor subfamily 5 group A member 2 (Homo sapiens), O00482 | inhibition, % at 3.6 µM | AID 602396, 2012 | 0.13% of 360,000 active;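 active means inhibition above the mean inhibition of all tested compounds plus 3 SD, cut at about 73% in these data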;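 further: 0% = DMSO wells and 100% = reporter-only cells lacking LRH-1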
# ABHD5-PLIN5 inh: ABHD5-PLIN5 interaction inhibitors, primary screen, cell lysate, split luciferase complementation, luminescence; Perilipin-5 (Homo sapiens) + 1-acylglycerol-3-phosphate O-acyltransferase ABHD5 (Homo …; Split G. princeps luciferase complementation, 4 h; inhibition, % at 4 µM; 0.78% of 360,000 active; AID 602281, 2012;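 active means inhibition above the mean inhibition across every tested compound plus 3 SD, cut at about 22% in these data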;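 further: 0% = DMSO only wells and the 100% control is not disclosed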
# Granule exo inh: LAMP-1 surface exposure blockers, TALL-104 cells – cell-based, flow cytometry, MLPCN library, primary screen. TALL-104 LAMP-1 surface exposure; cells stimulated with thapsigargin and PMA. inhibition, % at 10 µM. 0.66% of 360,000 active. AID 651702, 2012;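 active means inhibition above about 55%, limit read from the data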
# TLR9-MyD88 block: inhibitors of TLR9-MyD88 association in cells, primary screen, cell-based, CHO, BLA complementation, fluorescence; CCF4 FRET ratio; inhibition, % at 4.98 µM; 0.21% of 340,000 active; AID 504734, 2011;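 active means inhibition above the mean over all tested compounds plus 3 SD, cut at about 21% in these data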;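 further: 0% = DMSO only wells and 100% = clavulanate BLA inhibitor control wells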
# Target sequence (Q99836 whole entry, looked up): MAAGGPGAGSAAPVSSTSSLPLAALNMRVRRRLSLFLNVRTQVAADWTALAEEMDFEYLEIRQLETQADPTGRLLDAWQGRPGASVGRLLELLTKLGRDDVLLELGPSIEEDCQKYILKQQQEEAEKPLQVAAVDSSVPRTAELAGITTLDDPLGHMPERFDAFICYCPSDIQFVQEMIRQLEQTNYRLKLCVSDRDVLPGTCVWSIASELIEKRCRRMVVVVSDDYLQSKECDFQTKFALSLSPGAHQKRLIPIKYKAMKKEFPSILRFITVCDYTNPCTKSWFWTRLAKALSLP
# Target sequence (Q9NR96 whole entry, looked up): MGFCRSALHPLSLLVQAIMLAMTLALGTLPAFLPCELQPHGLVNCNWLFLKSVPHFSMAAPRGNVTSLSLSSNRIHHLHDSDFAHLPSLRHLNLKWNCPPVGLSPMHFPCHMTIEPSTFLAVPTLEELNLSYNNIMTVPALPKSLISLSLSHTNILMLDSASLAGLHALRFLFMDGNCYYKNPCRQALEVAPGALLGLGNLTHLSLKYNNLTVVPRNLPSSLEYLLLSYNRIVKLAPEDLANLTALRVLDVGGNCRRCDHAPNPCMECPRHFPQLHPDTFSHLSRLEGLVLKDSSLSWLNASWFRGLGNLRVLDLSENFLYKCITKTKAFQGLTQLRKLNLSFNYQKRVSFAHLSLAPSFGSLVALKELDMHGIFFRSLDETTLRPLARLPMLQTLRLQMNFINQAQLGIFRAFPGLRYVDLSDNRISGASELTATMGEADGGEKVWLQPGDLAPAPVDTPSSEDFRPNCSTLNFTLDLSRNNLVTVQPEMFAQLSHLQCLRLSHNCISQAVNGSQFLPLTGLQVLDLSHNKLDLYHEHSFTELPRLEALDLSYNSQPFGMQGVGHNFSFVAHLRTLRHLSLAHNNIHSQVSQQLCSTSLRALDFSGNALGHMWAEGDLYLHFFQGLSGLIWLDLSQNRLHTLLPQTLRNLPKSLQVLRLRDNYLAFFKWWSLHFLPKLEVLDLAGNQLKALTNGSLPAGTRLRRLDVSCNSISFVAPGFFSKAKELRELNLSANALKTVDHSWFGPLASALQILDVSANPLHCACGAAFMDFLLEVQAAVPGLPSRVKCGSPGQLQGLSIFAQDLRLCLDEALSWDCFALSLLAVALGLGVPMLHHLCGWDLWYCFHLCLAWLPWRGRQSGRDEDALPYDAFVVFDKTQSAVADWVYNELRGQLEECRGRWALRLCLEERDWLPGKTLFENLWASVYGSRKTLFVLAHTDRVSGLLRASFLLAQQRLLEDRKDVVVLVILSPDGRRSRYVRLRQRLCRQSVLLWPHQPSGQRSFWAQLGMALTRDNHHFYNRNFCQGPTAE
# NOD2 RIPK2 PPI: NOD2-RIPK2 binding disruptors in cells, primary screen, fluorescence, CHO cells, BLA complementation; Receptor-interacting serine/threonine-protein kinase 2 (Homo sapiens), O43353; CCF4 ratio; inhibition, % at 4.98 µM; 0.38% of 360,000 active; AID 624267, 2012; in the data active means inhibition above about 21%;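 further: 0% = vehicle only and 100% = reference blocker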
# COUP-TFII inh: NR2F2 transcriptional activity inhibitors, primary screen, cell-based, luciferase reporter, HEK293T, luminescence; HEK293T NGFI-A luciferase reporter; inhibition, % at 8.6 µM; 0.7% of 370,000 active;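 active means inhibition above a per-plate cutoff, mean inhibition of test wells between control levels plus 3 SD, cut at about 38% in these data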;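 further: cells cotransfected with COUP-TFII expression vector driving the NGFI-A reporter; 0% = median of COUP-TF2 test wells and 100% = reporter-only cells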
# TROY signal inh: inhibitors of TROY-driven NF-kB signaling, primary screen, Q293 LMP1-TROYcd cells, NF-kB luciferase, uHTS. inhibition, % at 10 µM. Q293 LMP1-TROYcd NF-kB luciferase reporter, 4 h. 0.98% of 360,000 active;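 active means compounds whose plate-normalised and pattern-corrected inhibition of the luciferase reporter signal at the single screening dose is 50% or more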
# Numbers without * were called inactive; x = not tested or not shown; & = joins results of further samples. Only part of the results is shown; rates above refer to the full screens.
No.	SMILES	TLR9-MyD88 block	LRH-1 inv ag	TROY signal inh	NOD2 RIPK2 PPI	SRC2 inh	COUP-TFII inh	Granule exo inh	ABHD5-PLIN5 inh	NCOA3 inh	NCOA1 inh	TWEAK Fn14 block
1	CN(C)c1ccc(/C=C(\NC(=O)c2ccccc2)C(=O)NCCN2CCOCC2)cc1	8	12	-17	1	12	-18	-3	-1	-17	5	-8
2	Cc1nnc2n(c1=O)N=C(c1ccc(Cl)cc1)CS2	-6	-148	0	2	-27	-14	-4	-11	-85	-95	-176
3	Cc1cc(N2C(=O)C(O)=C(C(=O)c3ccco3)C2c2ccc(Cl)cc2)no1 (stereo unspecified)	-12	0	4	-11	28	14	-1	-25	0	-158	-1
4	Cn1c(NC(=O)c2ccc(F)cc2)c(-c2cccs2)c(=O)c2ccccc21	1	-3	-9	5	-3	23	10	-5	9	-1	-3
5	Cc1ccc(Nc2nc3ccccc3c(=O)s2)cc1C	-3	15	-9	-9	-18	-1	2	8	11	16	-3
6	Nn1c(Cc2cccc3ccccc23)nnc1SCc1ccccc1Cl	-3	14	-3	-7	-31	1	1	0	12	5	-4
7	Cc1ccc(CN2CCN(Cc3ccco3)CC2)cc1	5	-6	9	-1	-12	5	-3	12	7	5	-2
8	COc1ccc(NC(=O)C[C@H]2C(=O)N(c3ccc(OC)cc3)C[C@@H]2C)cc1	3	12	-9	-11	3	-4	0	8	12	5	-8
9	O=S(=O)(Nc1ccc(Br)cc1)N1CCOCC1	1	-12	9	-13	7	-4	-1	-4	-10	-18	-4
10	O=C(Nc1cccc(OC(F)(F)F)c1)c1cccc2c(-c3cccnc3)coc12	x	8	-2	2	x	x	0	6	13	13	-30
11	Cn1c(=O)c2[nH]c(Cc3ccsc3)nc2n(C)c1=O	-19	12	-2	-3	-14	-5	-1	4	-6	-14	13
12	CCOC(=O)Cc1csc(NC(=O)CCCC(=O)O)n1	x	-13	-16	-11	17	9	-4	3	7	12	-14
13	CC12CC(NC(=O)N1Cc1ccccc1)c1ccccc1O2 (stereo unspecified)	0	17	-1	-10	17	10	-4	-1	2	-8	3
14	O=C(c1ccc2c(c1)C(=O)N(Cc1ccco1)C2O)N1CCOCC1 (stereo unspecified)	8	10	-21	7	-10	3	-8	4	-8	-5	1
15	O=C(O)/C=C/C(=O)Nc1ccccc1-c1ccccc1NC(=O)/C=C/C(=O)O	-7	8	4	-34	-2	-10	-1	14	16	4	0
16	Nc1cnn(Cc2ccc(F)cc2)c1	5	15	-12	4	-32	7	1	-9	9	-2	-2
17	COc1cc(C(C)=O)ccc1OCC(=O)Nc1cc(S(=O)(=O)N2CCOCC2)ccc1N1CCCC1	-2	-12	2	-4	-15	11	-16	0	0	-8	-20
18	O=S(=O)(NCc1cc(-c2ccc(Cl)cc2)no1)c1ccc(Cl)cc1	-2	6	4	2	-8	-4	2	-6	11	10	18
19	C[C@]12CCC(=O)C=C1CC[C@@H]1[C@@H]2[C@@H](O)C[C@@]2(C)[C@H]1CC[C@]2(O)C(=O)CO	1&-9	-13&4	24&16	0&1	-29&-27	-53&-25	1&-1	2&-8	-30&-54	-10&-28	-18&-12
20	Cc1cc(C)nc(NC2=NCC(=O)N2c2ccc(F)c(Cl)c2)n1	10	-22	2	-4	-4	16	-3	-7	-30	8	-9
21	CCC(C)(C)NC(=O)C1CCN(c2nc(C)cc(C)n2)CC1	1	-5	-5	-19	-19	3	2	11	18	17	17
22	CCOC(=O)c1ccc(NC(=O)Nc2ccccn2)cc1	-2	-141	-52	-10	-8	-26	-3	2	-92	-88	-20
23	Brc1nc(-c2ccccc2)nc(-c2ccccc2)c1Br	x	19	-27	10	8	8	17	-6	11	2	4
24	COc1cc(NC(=O)c2cc(C)on2)cc(C(=O)Nc2cccc(C(F)(F)F)c2)c1	-1&-2	5&2	-15&11	-2&8	16&21	16&3	-3&-4	3&-11	1&15	8&8	-25&-4
25	OCCC1CN(Cc2cn[nH]c2C2CCCCC2)CCN1C1CCCC1 (stereo unspecified)	-4	-23	-10	-2	-19	8	-4	-2	17	-32	-1
26	CC(C)c1ccccc1OCCNS(C)(=O)=O	-3	-13	21	2	-1	9	-3	1	5	-15	3
27	CCN1C(=O)[C@H]2[C@@H](c3ccc(-c4ccccc4)cc3)N[C@@](C)(C(=O)OC)[C@H]2C1=O	-2	14	-4	-9	-16	-11	-1	-2	-20	-4	0
28	CCOc1ccc(CCNC(=O)CN2C(=O)NC3(CCCC3)C2=O)cc1OCC	-14	-11	5	0	-34	4	-3	1	2	1	8
29	N=c1c2c(ncn1CCN1CCOCC1)Oc1ccc3ccccc3c1C2c1ccccc1 (stereo unspecified)	6	18	-27	11	-25	-12	9	14	5	0	41
30	C=CCN1C(C(=O)c2ccccc2)=C(OC(=O)COc2ccccc2)c2ccccc2S1(=O)=O	-11	-10	8	-4	-5	-2	-1	-6	-13	-3	20
31	CCCN1Cc2cccc(C(N)=O)c2C1=O	-7	1	-45	-9	-12	17	0	1	1	-12	5
32	Nc1nc2ncccc2cc1C(=O)NC1CCCCC1	x	14	-19	-5	-4	-8	1	-10	x	x	-11
33	O=C(NNc1nc(-c2ccccc2)cs1)c1cccs1	x	-21	-5	-8	-9	-13	4	-17	-9	-17	-1
34	O=C(Nc1ccc(S(=O)(=O)N2CCOCC2)cc1)c1ccc([N+](=O)[O-])cc1Cl	-1	-7	-4	-9	-7	-1	-6	-5	17	23	-35
35	COc1cc(NC(=S)NCc2ccco2)c(OC)cc1Cl	1	-5	2	-5	1	-4	-2	-1	5	8	-19
36	COc1ccc2[nH]c(=O)c(CN(Cc3cccs3)S(=O)(=O)c3cccc4nsnc34)cc2c1	9	16	24	-10	-18	0	2	3	23	6	26
37	O=C(COc1ccccc1)N=C1SC2CS(=O)(=O)CC2N1CCc1ccccc1 (stereo unspecified)	-1	-5	-13	15	11	4	0	-2	18	19	-15
38	O=C(Nn1cnnc1)c1cc(-c2ccccn2)nc2ccccc12	-6	-2	28	4	-65	1	1	4	9	-26	-10
39	C=CCOc1ccccc1CNc1ccccc1C	-2	6	18	3	-40	3	-6	-1	-3	5	69*
40	CCCCCn1c(CNC(=O)CC)nc2ccccc21	12	-2	-2	-13	12	-12	-2	0	-35	-4	23
41	O=C(CCN1N=C(c2ccccc2)CCC1=O)NCC1COc2ccccc2O1 (stereo unspecified)	-6	12	12	-10	-14	19	11	0	3	10	75*
42	CC(=O)c1cccc(NC(=O)N2CCCC2C(=O)NC2CCCCC2)c1 (stereo unspecified)	10	-1	5	-4	14	0	-3	-4	16	-12	4
43	C1COCCNCCOCCOCCN1	1	-13	11	-6	7	7	0	2	10	4	-11
44	C[C@H](CO)N1C[C@H](C)[C@@H](CN(C)C)Oc2c(NC(=O)CCC(F)(F)F)cccc2C1=O	-2	6	5	5	-6	0	-1	0	20	7	13
45	COc1cc2c(cc1O)C(CSC)Cc1cc3c(cc1N(C)CC2)OCO3 (stereo unspecified)	3	14	16	-8	-1	1	2	-9	-27	-15	-7
46	COCCCNC(=O)C1CC(=O)OC1c1ccc(OC)c(OC)c1 (stereo unspecified)	-4	-15	-7	0	-29	-8	-4	-7	7	2	3
47	CC(=O)Nc1ccc(NC(=O)C2CC(=O)N(c3cccc(Cl)c3)C2)cc1 (stereo unspecified)	3	2	9	4	-5	11	-6	1	6	3	12
48	S=C(Nc1ccccc1)Nc1ccc2ccccc2c1	-11	-63	-17	-1	-27	-20	-28	-10	-70	-65	0
49	COCCOC(=O)C1=C(C)NC2=C(C(=O)CC(C)(C)C2)C1c1ccc2c(c1)OCO2 (stereo unspecified)	-5	-16	-1	-3	4	-14	-9	0	17	7	0
50	CCc1ccc(C(=O)N2CCCC2)s1	18	-19	4	-5	-1	17	-2	4	0	-2	-4
51	CC(=O)N/C(=C\c1ccc2c(c1)OCO2)C(=O)NC(C(=O)O)c1ccccc1 (stereo unspecified)	-4	-7	-17	-7	-10	3	6	-2	14	-1	6
52	CC(C)(C)NC(=O)c1ccc2c(c1)CCO2	8	9	-13	7	4	-2	5	6	3	19	-21
53	N#CC1=C(N)OC2=C(C(=O)CCC2)C1c1cccs1 (stereo unspecified)	-1	0	-2	-9	-23	20	-1	-1	7	7	23
54	COc1cccc(CC2(CO)CCN(Cc3cccn3-c3cccnc3)CC2)c1	-1	16	0	2	2	-19	-3	-2	2	11	5
55	CCOc1ccccc1NS(=O)(=O)c1c[nH]c(C(=O)OC)c1	0	-6	20	-1	-8	6	-1	1	-18	-15	-31
56	COCCNc1ncnc2c1[nH]c1ccccc12	-5	7	-1	2	22	2	0	5	15	0	-1

# Additional structures.
No.	SMILES	TLR9-MyD88 block	LRH-1 inv ag	TROY signal inh	NOD2 RIPK2 PPI	SRC2 inh	COUP-TFII inh	Granule exo inh	ABHD5-PLIN5 inh	NCOA3 inh	NCOA1 inh	TWEAK Fn14 block
57	CN(C(=O)c1ccc(OC2CCN(S(=O)(=O)N(C)C)CC2)cc1)C1CCCCC1	-5	10	19	-10	-2	-15	64*	-2	-10	-2	-16
58	CCc1cc(=O)oc2cc(C)cc(O)c12	2	24	-38	-5	2	-8	-10	11	-38	0	6
59	CC1CCCN(S(=O)(=O)c2ccc(Cl)s2)C1 (stereo unspecified)	-13	8	7	5	-2	12	-13	-9	16	-21	10
60	CCOC(=O)Cn1cnc2scc(-c3ccc(C)c(C)c3)c2c1=O	3	10	5	4	29	-6	2	8	5	-8	-1
61	N#CC(c1nc2ccccc2nc1N1CCCC1)S(=O)(=O)c1ccccc1 (stereo unspecified)	4	17	-7	-3	0	4	0	-11	5	1	27
62	COc1cc(CNC(=O)OC2CC3CC2[C@H]2CCCCN2C3=O)cc(OC)c1 (stereo partly specified)	x	-4	2	6	1	-6	1	0	x	x	-20
63	CCN(Cc1ccccc1)S(=O)(=O)c1ccc(S(=O)(=O)N2CCN(C)CC2)cc1	-4	3	-14	3	-1	-8	0	-8	16	-33	6
64	O=C(Cc1ccc(Cl)cc1)NCC(=O)N1CCN(Cc2ccccc2)CC1	-5	9	8	-9	15	-7	0	0	-14	-23	4
65	O=C(C1=C[C@H](c2ccccc2)C[C@H](OCCCCO)O1)N1CCOCC1	-5	9	-18	-5	-11	-11	48	-2	-1	-6	0
66	COc1ccc(NC(=O)C(=O)N/N=C(\C)CC(=O)Nc2ccccn2)c(OC)c1	-5	-6	9	-1	2	8	-2	-4	-3	-20	-1

# From PubChem
